# Screening results: PubChem BioAssay, National Center for Advancing Translational Sciences (NCATS)
# AID inh – Primary qHTS assay for inhibitors of Activation Induced Cytidine Deaminase (AID): AID signal; Single-stranded DNA cytosine deaminase (Homo sapiens), Q9GZX7; AID deamination FRET fluorescence, UDG-coupled, 4 h; Potency, µM (titrated, usually from 115 µM), inactives show at the top dose activity change, negative = inhibition, hits mostly inhibitors; 91,000 compounds, 0.32% hits; further: nearly all actives have a fitted effect of over 25% in size
# Target sequence (Q9GZX7 whole entry, looked up): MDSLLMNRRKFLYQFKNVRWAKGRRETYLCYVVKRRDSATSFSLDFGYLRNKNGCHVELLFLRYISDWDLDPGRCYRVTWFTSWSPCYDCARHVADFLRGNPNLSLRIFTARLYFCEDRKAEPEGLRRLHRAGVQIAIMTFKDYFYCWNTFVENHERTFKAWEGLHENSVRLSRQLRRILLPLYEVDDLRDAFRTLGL
# UDG counterscr – Primary qHTS assay for inhibitors of Activation Induced Cytidine Deaminase (AID): UDG Counterscreen signal; 91,000 compounds, 0.14% hits; Uracil-DNA glycosylase; FRET deamination/UDG coupled assay, UDG read, 4 h; Potency, µM (highest dose often 115 µM), inactives show top-dose activity change, negative = inhibition, actives largely listed as inhibitors; further: nearly all actives have a fitted effect of over 65% in size
# Numbers without * were called inactive; ? = inconclusive; & = joins results of further samples; [ ] = another dose, or the depositor's remark. The call rests on the fitted dose curve; in most records, active means well fitted curve in the direction sought with a large enough effect; inconclusive means small, poorly fitted or top-dose-only effect, or another doubt; inactive means no such curve, though single readings can be large; an effect the other way counts as inactive or inconclusive. On the % scale 0 is the no-effect control and ±100 the full control effect; potency means the concentration at half of the fitted maximal effect.
SMILES,AID inh,UDG counterscr
COc1ccc(Nc2nc3ccccc3nc2NS(=O)(=O)c2ccc(NC(C)=O)cc2)cc1,-11%,0%
CCOc1cc(CNC(=O)C2CCN(c3nc4ccccc4[nH]3)CC2)cc(OCC)c1OCC,-14%,12%
O=C(O)C(Sc1ncccn1)c1ccccc1 (configuration not stated),11%,7%
C/C(=N\Nc1ccc(Cl)cc1C)c1cc2ccccc2s1,6%,-7%
O=C(O)CCNC(=O)C(F)(F)C(F)(F)C(F)(F)C(F)(F)C(F)(F)C(F)(F)F,6%,10%
O=C1CCCc2c([nH]c3ccc(C4CCCCC4)cc23)C1,6%,-2%
COc1ccc(Nc2c3c(nc4nncn24)CCC3)cc1Cl,-27%,-2%
Cc1cc(C)cc(-n2ccn3cnnc3c2=O)c1,30%[activator],1%
Cc1ccc(C)c(NC(=O)Cn2cc(S(=O)(=O)c3ccc(F)cc3)c(=O)c3cc(F)ccc32)c1,-5%,11%
CN(Cc1ccccc1)c1nc2c(c(=O)n(C)c(=O)n2C)n1Cc1c(Cl)cccc1Cl,-29%,-6%
Cc1c(Cl)cccc1NC(=O)CCN1C(=O)c2ccccc2Sc2ncccc21,3%,1%
CCCCn1cnc2c1c(=O)n(CC(=O)Nc1ccccc1C)c(=O)n2CCCC,2%,-4%
CCCCOc1ccc2c(C)cc(=O)oc2c1C,-15%,3%
COc1ccc(CNC(=O)CN2C(=O)COc3ccc(S(=O)(=O)N4CCCCCC4)cc32)cc1,-13%,4%
Cc1nc(-c2cccc(NC(=O)Nc3ccccc3C(F)(F)F)c2)no1,-10%,-5%
N#Cc1c2n(c(=O)n(CCOc3ccc(Cl)cc3)c1=O)CCC2,7%,-3%
Cc1cccc(/C=C/c2cc(C(=O)O)c3ccccc3n2)c1,-8%,-7%
Cc1csc(CNC(=O)c2sc(C(C)C)nc2C)n1,-5%,3%
CSc1nc(N)c2ncn([C@@H]3O[C@H](COP(=O)(O)OP(=O)(O)OP(=O)(O)O)[C@@H](O)[C@H]3O)c2n1,6%,11%
COc1ccc(NC(=O)CCc2c(C)nn(-c3ccc(N4CCCC4)nn3)c2C)cc1Cl,-28%,-8%
Cc1ccc(Nc2c(-c3ccc(Cl)cc3)nc3sccn23)c(C)c1,?,-15%
O=C(CSc1ncc(C(F)(F)F)cc1Cl)c1ccc(Br)s1,-14%,-2%
Cc1ccc(S(C)(=O)=O)cc1NCc1ccc(F)cc1Br,-8%,-7%
CCOc1ccc(NC(=O)CSc2ncc(S(=O)(=O)c3ccc(F)c(C)c3)c(=O)[nH]2)cc1,-4%,10%
Cc1ccc(C)c(NC(=O)CN(Cc2ccccc2)S(=O)(=O)c2ccc3nc(C)sc3c2)c1,8%,-10%
# The results go on.
SMILES,AID inh,UDG counterscr
COc1ccc(-c2noc(CC(=O)Nc3ccc(Br)cc3C)n2)cc1,29%,17%
COc1ccc(/C=C(/C#N)c2ccc(C(F)(F)F)cn2)cc1,-12%,-2%
Cc1ccc(C(=O)c2cn(Cc3ccccc3)c3cc4c(cc3c2=O)OCCO4)cc1,?,?
COc1cccc(CNC(=O)CN2C(=O)N(c3cccc(Cl)c3)S(=O)(=O)c3ccccc32)c1OC,9%,-5%
CC(=O)c1ccc(N2CCN(c3nc4ccccc4c4nc(-c5cccc(C)c5)nn34)CC2)cc1,7%,-3%
COc1ccc(-n2c(=O)c3c4c(sc3n3cnnc23)CCC4)cc1,5%,0%
Cc1cc(C)cc(-n2c(C)nc3cc(C(=O)NCc4ccc(F)cc4)ccc32)c1,?,?
O=C(CSc1ncc(S(=O)(=O)c2ccc(Br)cc2)c(=O)[nH]1)Nc1ccc2c(c1)OCCO2,-3%,4%
O=C(CNC(=O)c1ccc(F)cc1)OCc1cc(=O)n2nc(C3CC3)sc2n1,86%[activator],8%
COc1cccc(OCC(=O)NCCS(=O)(=O)N2CCN(c3ccccc3F)CC2)c1,-11%,1%
COc1ccccc1Nc1nc2ccccc2nc1NS(=O)(=O)c1ccc(C)cc1,-7%,-2%
Cc1cc(Br)ccc1NC(=O)C1CCCCC1,0%,2%
Cc1cccn2c(=O)c3cc(C(=O)NC(C)c4ccccc4)c(=N)n(CCOCCO)c3nc12 (configuration not stated),5%,7%
O=C1NCCCCC1NC(=O)C1CCCO1 (configuration not stated),5%,3%
COc1ccccc1OCCSc1nc2ccccc2n1CC(=O)N1CCOCC1,5%,-3%
Cn1c(=O)[nH]c(=O)c2c1nc(NCCCO)n2CCO,-1%,-4%
CC(C)(C)C(=O)COC(=O)c1cc(-c2cccs2)nc2ccccc12,2%,5%
CCc1ccc(CNC(=O)CN2C(=O)CSc3c2c(C)nn3-c2ccccc2)cc1,17%,-23%
CCOC(=O)c1ccc(NC(=O)C(CC)Sc2nncn3c2cc2oc(C)cc23)cc1 (configuration not stated),-16%,8%
O=C(Nc1ncn(Cc2ccccc2F)n1)c1cc(S(=O)(=O)N2CCCC2)c(Cl)cc1Cl,-2%,5%
COc1cccc(CNCCSc2nnnn2C)c1OCc1ccc(Cl)cc1,-35%,-3%
O=C(/C=C/c1ccccc1)OCC#CCOC(=O)/C=C/c1ccccc1,-2%,-7%
CN(Cc1nc2ccccc2[nH]1)S(=O)(=O)c1ccccc1F,22%,1%
CCNc1nnc(SCC(=O)NC2CCCCCC2)s1,-5%,-15%
CCOc1ccccc1CNC(=O)CCn1c(=O)c2cccn2c2ccc(F)cc21,2%,-2%[57.5 µM]

# Rewritten with two lines to a compound: part of the list above.
# The line under a structure holds: AID inh	UDG counterscr
CN(Cc1ccccc1)c1nc2c(c(=O)n(C)c(=O)n2C)n1Cc1c(Cl)cccc1Cl
→ -29%	-6%
Cc1c(Cl)cccc1NC(=O)CCN1C(=O)c2ccccc2Sc2ncccc21
→ 3%	1%
CCCCn1cnc2c1c(=O)n(CC(=O)Nc1ccccc1C)c(=O)n2CCCC
→ 2%	-4%
CCCCOc1ccc2c(C)cc(=O)oc2c1C
→ -15%	3%
COc1ccc(CNC(=O)CN2C(=O)COc3ccc(S(=O)(=O)N4CCCCCC4)cc32)cc1
→ -13%	4%
Cc1nc(-c2cccc(NC(=O)Nc3ccccc3C(F)(F)F)c2)no1
→ -10%	-5%
N#Cc1c2n(c(=O)n(CCOc3ccc(Cl)cc3)c1=O)CCC2
→ 7%	-3%
Cc1cccc(/C=C/c2cc(C(=O)O)c3ccccc3n2)c1
→ -8%	-7%
Cc1csc(CNC(=O)c2sc(C(C)C)nc2C)n1
→ -5%	3%
CSc1nc(N)c2ncn([C@@H]3O[C@H](COP(=O)(O)OP(=O)(O)OP(=O)(O)O)[C@@H](O)[C@H]3O)c2n1
→ 6%	11%
COc1ccc(NC(=O)CCc2c(C)nn(-c3ccc(N4CCCC4)nn3)c2C)cc1Cl
→ -28%	-8%
Cc1ccc(Nc2c(-c3ccc(Cl)cc3)nc3sccn23)c(C)c1
→ ?	-15%
O=C(CSc1ncc(C(F)(F)F)cc1Cl)c1ccc(Br)s1
→ -14%	-2%
Cc1ccc(S(C)(=O)=O)cc1NCc1ccc(F)cc1Br
→ -8%	-7%
CCOc1ccc(NC(=O)CSc2ncc(S(=O)(=O)c3ccc(F)c(C)c3)c(=O)[nH]2)cc1
→ -4%	10%
Cc1ccc(C)c(NC(=O)CN(Cc2ccccc2)S(=O)(=O)c2ccc3nc(C)sc3c2)c1
→ 8%	-10%
COc1ccc(-c2noc(CC(=O)Nc3ccc(Br)cc3C)n2)cc1
→ 29%	17%
COc1ccc(/C=C(/C#N)c2ccc(C(F)(F)F)cn2)cc1
→ -12%	-2%
Cc1ccc(C(=O)c2cn(Cc3ccccc3)c3cc4c(cc3c2=O)OCCO4)cc1
→ ?	?
COc1cccc(CNC(=O)CN2C(=O)N(c3cccc(Cl)c3)S(=O)(=O)c3ccccc32)c1OC
→ 9%	-5%
CC(=O)c1ccc(N2CCN(c3nc4ccccc4c4nc(-c5cccc(C)c5)nn34)CC2)cc1
→ 7%	-3%
COc1ccc(-n2c(=O)c3c4c(sc3n3cnnc23)CCC4)cc1
→ 5%	0%
Cc1cc(C)cc(-n2c(C)nc3cc(C(=O)NCc4ccc(F)cc4)ccc32)c1
→ ?	?
O=C(CSc1ncc(S(=O)(=O)c2ccc(Br)cc2)c(=O)[nH]1)Nc1ccc2c(c1)OCCO2
→ -3%	4%

# Remaining list, next part.
SMILES,AID inh,UDG counterscr
Cc1ccc(S(=O)(=O)N2CCN(C(C(=O)NC3CC3)c3ccccc3)CC2)cc1 (configuration not stated),5%,9%
COc1cccc(CNC(=O)c2cc3c(-c4ccccc4F)nn(C)c3s2)c1,?,-7%
Cc1ccc(-c2cc(C(=O)Nc3nn[nH]n3)c3ccccc3n2)c(C)c1,2%,-1%
CN(C)C(CNCc1cccc(C#N)c1)c1ccccc1 (configuration not stated),20%,-1%
Cc1ccc(C)c(N2CCN(CCCNC(=O)c3ccc4nc(N5CCC(C)CC5)sc4c3)CC2)c1,32µM*,?
COc1ccc(N2CC(C(=O)Nc3ccccc3-c3nc(-c4ccc(C)cc4)no3)CC2=O)cc1 (configuration not stated),-1%,-4%
N#CC(C(=O)C1CCCCC1)c1nc2ccccc2s1 (configuration not stated),58%[activator],-4%
O=C(Nc1ccc(O)c(-c2nc3ccccc3o2)c1)c1ccc2c(c1)OCCO2,-9%,-16%
CCOC(=O)N1CCN([C@H]2CS(=O)(=O)C[C@@H]2S(=O)(=O)c2ccc(C)cc2)CC1,-5%,-5%
COc1ccc(Cl)cc1NC(=O)COc1ccccc1,?,?
O=C(NCCc1ccccc1)c1ccc(CS(=O)(=O)c2ccc(Cl)cc2)o1,-10%,4%[57.5 µM]
COc1cc2nc(C)sc2cc1OC,8%,8%
Clc1ccc(SCc2nc(NC3CCCc4ccccc43)c3c4c(sc3n2)CCC4)cc1 (configuration not stated),0%,1%
N#C/C(=C/c1ccc(Cl)cc1)C(=O)OCC(=O)N1CCCCC1,-8%,0%
COC(=O)c1ccc(NC(=O)Cn2nc(C(=O)Nc3ccc(C)cc3)ccc2=O)cc1,-27%,-11%
Cc1cccc(NC(=O)Cn2nc3c4ccccc4n(Cc4ccccc4)cc-3c2=O)c1,-7%,2%[57.5 µM]
COc1cccc(/C=C(\C#N)c2nc3ccc(C)cc3[nH]2)c1OC,-14%,-9%
CCC(C)NC(=O)CCCN1C(=O)CCn2nc(-c3cccn3C)cc21 (configuration not stated),38%[activator],-5%
COc1ccccc1-c1cc(COc2ccc(Cl)cc2Br)on1,-7%,2%
Cc1oc(-c2ccccc2)nc1CC(=O)NC1CCN(CC(N)=O)CC1,0%,-9%
CCN(CC)C(=O)c1sc2c(c1C)c(=O)n(-c1ccc(C)c(C)c1)c(=O)n2CC(=O)Nc1ccc(F)cc1,-13%,?
COC(=O)c1cc(CNC(=O)Nn2cnc3ccccc32)ccc1OC,-1%,2%
COc1ccc(NC(=O)c2ccco2)cc1NC(=O)c1c(OC)cccc1OC,?,-2%
Cc1ccc(-c2c(CN3CCN(c4cccc(C)c4)C(C)C3)csc2C)cc1 (configuration not stated),24%,20%
CCc1ccc(NC(=O)c2cc(=O)c3cc(C)c(C)cc3o2)cc1,5%,-2%
# Carrying on.
SMILES,AID inh,UDG counterscr
O=C(Nc1ccccc1)c1cn(-c2ccccc2)nc1-c1ccccc1,-10%,14%
Cc1cc(F)ccc1NS(=O)(=O)c1cc(C(=O)O)cc2c1CCC2,-23%,-7%
CC1=C(c2ccc(C)c(C)c2)S(=O)(=O)N=C1N1CCC(C(=O)NCCc2ccco2)CC1,6%,-4%
CC(=O)N1CCN(C(=O)c2cc(-c3ccc(C)o3)nc3ccccc23)CC1,7%,-6%
CCOC(=O)c1cnc2cc(F)c(F)cc2c1Nc1ccccc1O,5%,8%
CCOC(=O)c1nc(Nc2ccc(C(=O)OCC(C)C)cc2)c2ccccc2n1,0%&-11%,0%&9%
CCOc1ccccc1NC(=O)Cn1c(=O)n(CCC(C)C)c(=O)c2cccnc21,-3%,?
CCCCn1cc(S(=O)(=O)c2ccc(OC)cc2)c(=O)c2cc(CC)ccc21,?,-16%
CCN(C(=O)COc1ccc2c(=O)c(Oc3ccccc3)c(C)oc2c1)C1CCS(=O)(=O)C1 (configuration not stated),-10%,-3%
Brc1ccc(CNc2n[nH]c(-c3cccs3)n2)cc1,7%,7%
Cc1c(C)c2ccc(OC(C)C(=O)NCc3ccc(S(N)(=O)=O)cc3)cc2oc1=O (configuration not stated),-3%,0%
Cc1c2cnn(-c3ccccc3)c(=O)c2c(C)n1CC(=O)NCCc1ccc(Cl)cc1,1%,10%
CC(C)OCCCNc1nc2c(c(=O)n(Cc3ccccc3F)c(=O)n2C)n1C,-3%,-4%
O=C(NN(c1ccccc1)c1ccccc1)c1cccs1,5%,3%
CCOc1ccc(NC(=O)NCCn2nnc3cc(S(=O)(=O)N(C)C)ccc32)cc1,-3%,-2%
Cc1ccc2oc(C(=O)NCCc3nc(-c4ccccc4)no3)cc(=O)c2c1,11%,5%

# Reprinted from the entries so far for reference:
SMILES,AID inh,UDG counterscr
CCOc1ccc(NC(=O)NCCn2nnc3cc(S(=O)(=O)N(C)C)ccc32)cc1,-3%,-2%
Cc1ccc2oc(C(=O)NCCc3nc(-c4ccccc4)no3)cc(=O)c2c1,11%,5%

# These rows are one share of the data; rates above refer to the full screens.
